Insulin prom up: MIN6 insulin promoter up-regulation. MIN6 insulin promoter-GFP reporter, high-content imaging; hits give high values. z-score at 5 µM. actives 0.3% (n = 190,000);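 active = z-score above 3 at 5 µM with at least 500 cells counted in the well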
Dynein transport: blocks dynein driven cargo transport along microtubules | z-score, hits read low | 3617.4 mouse cells, GR-EGFP nuclear translocation imaging; test concentration mostly 20 µM; stimulated with dexamethasone, 1 µM; hits give low values | actives 0.47% (n = 220,000) | AID 1381;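 active = plate z-score of nuclear minus cytoplasmic receptor signal below a set negative limit, without overly bright fluorescence or cell loss, cut at about -3.5 in these data, passing the limit was not always enough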;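 also: z-score of nuclear minus cytoplasmic ring GR-EGFP intensity difference per well; some compounds called inactive have numbers as strong as hits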
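Medium: Induction medium lacking tetracycline, stripped serum | Probe or stimulus: 1.0 µM final dexamethasone stimulus | Schedule: 48 h induction, then 1 h compound, then 30 min agonist, 37 °C | Signal: Automated 10x imaging of fixed Hoechst-stained cells | Evaluation: Per-cell GR-EGFP intensity, nucleus versus surrounding cytoplasmic ring, well-averaged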
b-catenin transl: beta-catenin nuclear translocation modulation; actives 0.3% (n = 190,000); HeLa beta-catenin nuclear translocation, immunofluorescence imaging; nuclear translocation activity, % at 5 µM;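 active = nuclear translocation activity above 50% at 5 µM, with a well cell count of 50 or more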;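 also: per-cell ratio of nuclear to cytoplasmic median beta-catenin stain intensity; plate controls were DMSO negative control for no effect and GSK-3 inhibitor IX positive control for full effect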
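Test system: human HeLa cells, native beta-catenin. Compound dosing: 5 µM primary single dose, 0.1% DMSO, 0.02–20 µM confirmation series. Incubation: compound exposure 24 h at 37°C. Detection: beta-catenin immunostaining with DAPI counterstain, 20x imaging, 6 fields/well. Read-out basis: Nuclear/cytoplasmic beta-catenin signal ratio, % activation.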
MT stabilize HCS: stabilizes microtubules in HeLa cells; HeLa tubulin immunostaining HCS, 24 h; share of cells brighter than vehicle mean+2SD; % tubulin-high responders, % at 10 µM; actives 0.83% (n = 200,000); AID 2205;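 active = plate Z-score above 3 for both tubulin-high and condensed-nucleus cell shares, with cell loss under 80%, at 10 µM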;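 also: anti alpha tubulin signal scored within the nucleus-defined area of each cell; some results filed as inactive read as strong as hits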
Myeloid diff 2: promotes myeloid progenitor differentiation; ER-HoxA9 myeloid progenitors, lysozyme-GFP differentiation, flow cytometry; calls only at 10 µM; actives 1% (n = 360,000); AID 624256;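 active = normalized GFP-positive differentiation at or above the plate's own cutoff, the solvent-only control mean plus 3 SD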;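 also: cells exposed to compound for four days before flow analysis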
Lipid droplet: hepatic lipid droplet formation modulation | AML12 mouse hepatocytes, oleate lipid droplets, BODIPY imaging | inhibition, % at 6.5 µM | actives 0.4% (n = 240,000) | AID 1656;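 active = lipid droplet intensity inhibited by at least 50%, with more than 500 cells counted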
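Technique: fluorescence imaging, 20x objective, two fields per well / Assay system: AML12 hepatocytes (mouse) / Measure: % inhibition of lipid droplet signal / Doses: 6.5 µM single-point dosing / Incubation: overnight exposure / Reagent: 100 µM oleic acid challenge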
T cell modulator: T cell immune modulation candidate | 2C CD8+ T cell-vesicle binding, flow cytometry; hits give low values | calls only at 7 µM | actives 0.068% (n = 330,000) | AID 2052;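 active = response, share of CD8 T cells binding vesicles, and their 90th percentile fluorescence all below set limits, cut at about 80% in these data, passing the limit was not always enough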
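Assay system – 2C mouse CD8+ T cells · Also added – QL9-loaded Drosophila micro-vesicles · Timing – Cell–vesicle co-incubation 1.5 h at 37 °C, staining 20 min on ice · Signal – flow cytometry of vesicle-bound cells · Measure – percent CD8+ FL2 mean versus row control · Controls – Peptide-free naked vesicles (low) and QL9 vesicles with 0.7% DMSO vehicle (high)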
TNAP activation fold: stimulation of alkaline phosphatase TNAP activity – biochemical, luminescent, no phosphate acceptor, uHTS, primary screen (AID 1001); purified TNAP, luminescent activation assay, no phosphate acceptor; higher activation fold means a stronger effect; activation fold at 20 µM; hits with a dose series show EC50 in µM; actives 0.03% (n = 200,000); in the data active = activation fold from about 3, or a potency from the dose series; inactive = the rest, 99 in 100 with activation fold below about 1.6; also: many of its hits are not listed in these tables
PMI inhibitors: inhibitors of human PMI, primary screen, biochemical, fluorescence intensity, coupled assay (AID 1209); purified PMI enzyme, coupled fluorescence intensity; higher % means a stronger effect; inhibition, % at 20 µM, or IC50 in µM where a hit was titrated; actives 0.42% (n = 190,000); in the data active = inhibition above about 50%;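 also: plate controls were DMSO vehicle for no effect and wells lacking substrate for full effect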
Dynein transport cytoplasmic EGFP: recorded beside Dynein transport, whose call it bears; z-score; measured here: cytoplasmic GR-EGFP intensity; hits give high values
Dynein transport nuclear GR-EGFP: second read-out of Dynein transport, no call of its own (marks repeat the call); z-score; measured here: nuclear GR-EGFP intensity;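 lower value marks the stronger effect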
Dynein transport cell count: second read-out of Dynein transport, no call of its own (marks repeat the call); z-score; measured here: cell count per field
Insulin prom up cell count: also measured in Insulin prom up; calls as there; cell count; measured here: cytotoxicity, nuclei count;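 total cells summed across four imaged fields per well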
Lipid droplet cells 6.5 µM: second read-out of Lipid droplet, no call of its own (marks repeat the call); cell count; measured here: cell count, cytotoxicity flag;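 cells counted across two imaged fields per well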
b-catenin transl cell count 5 µM: recorded beside b-catenin transl, whose call it bears; cell count; measured here: cell count, cytotoxicity flag
T cell modulator vesicle-bound %: also measured in T cell modulator; calls as there; double positive events, %; measured here: CD8+ vesicle-bound cell fraction;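 binding gate set so that unloaded-vesicle control wells show 10% double positive cells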
MT stabilize HCS Hoechst-high %: recorded beside MT stabilize HCS, whose call it bears; % Hoechst-high responders; measured here: nuclear condensation Hoechst responders;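 share of cells brighter than vehicle mean plus two SD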
MT stabilize HCS cytotoxicity %: second read-out of MT stabilize HCS, no call of its own (marks repeat the call); toxicity, %; measured here: cytotoxicity by cell density;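 0% = mean cell density of plate MIN control wells and 100% = no cells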
Myeloid diff 2 GFP+ MAC1+ %: second read-out of Myeloid diff 2, no call of its own (marks repeat the call); GFP+ MAC1+ double positive, %; measured here: differentiation confirmed by MAC1 staining
An asterisk follows results filed as active.

Cc1cccc(C(=O)NCC(=O)OCC(=O)N2CC3(C)CC2CC(C)(C)C3)c1 (stereo not drawn) was read as Insulin prom up 0, Dynein transport -0.35, MT stabilize HCS 2.3, Myeloid diff 2 inactive, Lipid droplet 2, T cell modulator inactive, TNAP activation fold 1.1, PMI inhibitors 0%, Dynein transport cytoplasmic EGFP -0.33, Dynein transport nuclear GR-EGFP -0.52, Dynein transport cell count 0.43, Insulin prom up cell count 1315, Lipid droplet cells 6.5 µM 670, T cell modulator vesicle-bound % 37, MT stabilize HCS Hoechst-high % 3.5, MT stabilize HCS cytotoxicity % 6.6 and Myeloid diff 2 GFP+ MAC1+ % 1.0.
C=CCc1cc2c(oc(=O)c3ccccc32)c(C)c1O was read as Dynein transport 2.8, b-catenin transl -0.3, MT stabilize HCS 5.4, Myeloid diff 2 inactive, Lipid droplet -7, T cell modulator inactive, TNAP activation fold 1.1, PMI inhibitors 5%, Dynein transport cytoplasmic EGFP -0.16, Dynein transport nuclear GR-EGFP 1.6, Dynein transport cell count -1.3, Lipid droplet cells 6.5 µM 748, b-catenin transl cell count 5 µM 887, T cell modulator vesicle-bound % 60, MT stabilize HCS Hoechst-high % 0.9, MT stabilize HCS cytotoxicity % 5.0 and Myeloid diff 2 GFP+ MAC1+ % 0.0.
CCCNC(=O)CN(C)S(=O)(=O)c1c(C)cc(C)cc1C was read as Dynein transport 0.034, b-catenin transl 0.8, MT stabilize HCS 2.6, Myeloid diff 2 inactive, Lipid droplet -35, T cell modulator inactive, TNAP activation fold 1.1, PMI inhibitors -8%, Dynein transport cytoplasmic EGFP -0.051, Dynein transport nuclear GR-EGFP -0.066, Dynein transport cell count 0.18, Lipid droplet cells 6.5 µM 770, b-catenin transl cell count 5 µM 497, T cell modulator vesicle-bound % 49, MT stabilize HCS Hoechst-high % 2.7, MT stabilize HCS cytotoxicity % 5.5 and Myeloid diff 2 GFP+ MAC1+ % 0.9.
For Cc1ccsc1/C=N/NC(=O)c1c[nH]c2ccccc12 the results were Insulin prom up -0.4, Dynein transport 0.3, b-catenin transl 1.1, MT stabilize HCS 2.8, Myeloid diff 2 inactive, T cell modulator inactive, TNAP activation fold 1.1, PMI inhibitors 4%, Dynein transport cytoplasmic EGFP -0.21, Dynein transport nuclear GR-EGFP 0.47, Dynein transport cell count 0.34, Insulin prom up cell count 1584, b-catenin transl cell count 5 µM 1299, T cell modulator vesicle-bound % 29, MT stabilize HCS Hoechst-high % 2.0, MT stabilize HCS cytotoxicity % 4.1 and Myeloid diff 2 GFP+ MAC1+ % 0.3.
Screening CSc1nc2ccsc2c(=O)n1-c1ccccc1 returned Insulin prom up -0.03, Dynein transport -0.049, b-catenin transl -1.9, MT stabilize HCS 3.8, Myeloid diff 2 inactive, Lipid droplet -4, T cell modulator inactive, TNAP activation fold 1, PMI inhibitors 0%, Dynein transport cytoplasmic EGFP -0.34, Dynein transport nuclear GR-EGFP 0.26, Dynein transport cell count 0.31, Insulin prom up cell count 1204, Lipid droplet cells 6.5 µM 696, b-catenin transl cell count 5 µM 1068, T cell modulator vesicle-bound % 55, MT stabilize HCS Hoechst-high % 2.8, MT stabilize HCS cytotoxicity % 5.9 and Myeloid diff 2 GFP+ MAC1+ % 0.1.
Screening O=C(c1ccc([N+](=O)[O-])cc1)N1C=CC(C(F)(F)F)=NCC1 returned Insulin prom up 0.15, Dynein transport 1.2, b-catenin transl -0.5, MT stabilize HCS 4.9, Myeloid diff 2 inactive, Lipid droplet 15, T cell modulator inactive, TNAP activation fold 1.1, PMI inhibitors -4%, Dynein transport cytoplasmic EGFP -0.37, Dynein transport nuclear GR-EGFP 0.33, Dynein transport cell count -0.25, Insulin prom up cell count 1470, Lipid droplet cells 6.5 µM 679, b-catenin transl cell count 5 µM 1097, T cell modulator vesicle-bound % 33, MT stabilize HCS Hoechst-high % 0.9, MT stabilize HCS cytotoxicity % 8.7 and Myeloid diff 2 GFP+ MAC1+ % 0.7.
Cc1ccc(-c2cc3ccccc3nc2N2CCOCC2)cc1 was read as Insulin prom up -0.44, Dynein transport 0.72, b-catenin transl -2.3, MT stabilize HCS 2.0, Myeloid diff 2 inactive, Lipid droplet 1, T cell modulator inactive, TNAP activation fold 1.1, PMI inhibitors 4%, Dynein transport cytoplasmic EGFP -0.36, Dynein transport nuclear GR-EGFP 0.86, Dynein transport cell count -0.57, Insulin prom up cell count 1225, Lipid droplet cells 6.5 µM 686, b-catenin transl cell count 5 µM 1120, T cell modulator vesicle-bound % 34, MT stabilize HCS Hoechst-high % 3.5, MT stabilize HCS cytotoxicity % 8.7 and Myeloid diff 2 GFP+ MAC1+ % 0.6.
`CC12CN3CC(C)(CN(C1)C3c1cc3ccccc3[nH]1)C2=O` (stereo not drawn) gave Insulin prom up -0.03, Dynein transport -0.79, b-catenin transl -0.2, MT stabilize HCS 4.6, Myeloid diff 2 inactive, T cell modulator inactive, TNAP activation fold 1.1, PMI inhibitors -1%, Dynein transport cytoplasmic EGFP -0.15, Dynein transport nuclear GR-EGFP -0.17, Dynein transport cell count 0.73, Insulin prom up cell count 1070, b-catenin transl cell count 5 µM 794, T cell modulator vesicle-bound % 61, MT stabilize HCS Hoechst-high % 1.7, MT stabilize HCS cytotoxicity % 5.3 and Myeloid diff 2 GFP+ MAC1+ % 3.8.
For O=C(COC(=O)C1CCC1)NCc1ccccc1Cl the results were Insulin prom up -0.05, Dynein transport -0.0099, b-catenin transl -7.2, MT stabilize HCS 1.9, Myeloid diff 2 inactive, T cell modulator inactive, TNAP activation fold 1.1, PMI inhibitors 4%, Dynein transport cytoplasmic EGFP 1.9, Dynein transport nuclear GR-EGFP 0.34, Dynein transport cell count 0.41, Insulin prom up cell count 1294, b-catenin transl cell count 5 µM 1009, T cell modulator vesicle-bound % 33, MT stabilize HCS Hoechst-high % 1.5, MT stabilize HCS cytotoxicity % 8.2 and Myeloid diff 2 GFP+ MAC1+ % 0.2.
Screening CCCOc1ccc(C(=O)c2nc3c(n2O)CCCC3)cc1 returned Insulin prom up 0.02, Dynein transport 0.15, b-catenin transl -3.3, MT stabilize HCS 4.8, Myeloid diff 2 inactive, T cell modulator inactive, TNAP activation fold 1.1, PMI inhibitors 4%, Dynein transport cytoplasmic EGFP -0.28, Dynein transport nuclear GR-EGFP 0.44, Dynein transport cell count 0.15, Insulin prom up cell count 1439, b-catenin transl cell count 5 µM 1020, T cell modulator vesicle-bound % 19, MT stabilize HCS Hoechst-high % 2.2, MT stabilize HCS cytotoxicity % 14 and Myeloid diff 2 GFP+ MAC1+ % 1.0.
For Clc1ccc(CSc2snnc2-c2ccccc2)c(Cl)c1 the results were Insulin prom up 1.6, Dynein transport -0.3, b-catenin transl -0.2, MT stabilize HCS 2.5, Myeloid diff 2 inactive, T cell modulator inactive, TNAP activation fold 1, PMI inhibitors 10%, Dynein transport cytoplasmic EGFP -0.17, Dynein transport nuclear GR-EGFP -0.42, Dynein transport cell count 0.48, Insulin prom up cell count 1036, b-catenin transl cell count 5 µM 757, T cell modulator vesicle-bound % 51, MT stabilize HCS Hoechst-high % 2.1, MT stabilize HCS cytotoxicity % 9.5 and Myeloid diff 2 GFP+ MAC1+ % 1.1.
Cc1ccc(C(=O)C(C)OC(=O)C2CC(=O)N(C3CCCCC3)C2)cc1 (stereo not drawn) was read as Insulin prom up 1.2, Dynein transport -0.58, b-catenin transl 0.1, MT stabilize HCS 4.3, Myeloid diff 2 inactive, T cell modulator inactive, TNAP activation fold 1.1, PMI inhibitors -5%, Dynein transport cytoplasmic EGFP -0.24, Dynein transport nuclear GR-EGFP -0.043, Dynein transport cell count 0.98, Insulin prom up cell count 1505, b-catenin transl cell count 5 µM 1343, T cell modulator vesicle-bound % 42, MT stabilize HCS Hoechst-high % 2.8, MT stabilize HCS cytotoxicity % 8.5 and Myeloid diff 2 GFP+ MAC1+ % 1.8.
For Cc1ccccc1-n1nnnc1SCC(=O)c1c(N)n(C)c(=O)n(C)c1=O the results were Insulin prom up -0.14, Dynein transport 0.23, b-catenin transl -1.7, Myeloid diff 2 inactive, Lipid droplet -5, T cell modulator inactive, Dynein transport cytoplasmic EGFP -0.21, Dynein transport nuclear GR-EGFP -0.0015, Dynein transport cell count 0.16, Insulin prom up cell count 1520, Lipid droplet cells 6.5 µM 760, b-catenin transl cell count 5 µM 1120, T cell modulator vesicle-bound % 41 and Myeloid diff 2 GFP+ MAC1+ % 0.9.

Compound activity as filed in PubChem.
